Screening data as filed in PubChem BioAssay.
MEKK2 mut-MEK5 – signal of MEK5 binding to mutant human MEKK2 PB1 domain; bead flow cytometry, Alexa488-MEK5 binding to MEKK2 mutant; percent response, % at 10 µM; 290,000 compounds, 0.35% hits; in the data active means percent response above about 24%, passing the limit was not always enough; further: inactives centre near 1; some results filed as inactive read as strong as hits; reference of the scale not given here
V1aR counter – activates human V1a receptor in oxytocin agonist counter-screen; activation, % at 3 µM; P37288; 320,000 compounds, 0.25% hits; CHO-V1R cells, Fluo-8 calcium fluorescence, agonist mode; 0% DMSO, 100% 3 nM vasopressin; AID 2797;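 active means activation above the mean activation of all tested compounds plus 3 SD, per screening run, cut at about 20% in these data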;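 further: signal is peak over basal fluorescence ratio across a 100 second FLIPR read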
Target sequence (P37288 whole entry, looked up): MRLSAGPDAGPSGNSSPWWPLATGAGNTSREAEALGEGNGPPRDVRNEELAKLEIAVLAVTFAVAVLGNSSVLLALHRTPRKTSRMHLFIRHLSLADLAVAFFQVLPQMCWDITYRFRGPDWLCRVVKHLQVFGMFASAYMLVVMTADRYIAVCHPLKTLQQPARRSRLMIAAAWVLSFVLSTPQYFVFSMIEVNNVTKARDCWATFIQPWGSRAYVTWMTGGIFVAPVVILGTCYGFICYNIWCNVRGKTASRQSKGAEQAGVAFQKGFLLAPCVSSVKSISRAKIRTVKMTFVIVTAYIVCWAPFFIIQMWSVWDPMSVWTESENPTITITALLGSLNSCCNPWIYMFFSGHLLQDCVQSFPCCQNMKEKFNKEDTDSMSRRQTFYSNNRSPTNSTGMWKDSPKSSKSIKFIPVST
GPR7 antag – antagonists of human GPR7 (neuropeptides B/W receptor 1); inhibition, % at 4.4 µM; 290,000 compounds, 1.1% hits; GPR7-expressing cells, fluorescence antagonist assay; P48145; in the data active means inhibition above about 16%, passing the limit was not always enough;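 further: cells stimulated with the agonist NPW; 0% = agonist with vehicle and 100% = vehicle without agonist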
MEKK3 PB1 HTS – raises or lowers MEK5 binding to the human MEKK3 PB1 domain; Q99759; bead-based flow cytometry, Alexa488-MEK5 binding to MEKK3; actives lie on both sides; 0 = blocked by unlabeled MEK5, 100 = vehicle; binding response (% of control), % at 10 µM; 290,000 compounds, 1.4% hits; AID 1529;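 active means binding response more than 3 SD above or below the average of its plate-row segment, actives on both sides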;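 further: Alexa488 bead fluorescence after subtracting the streptavidin-only scavenger bead signal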
GalR3 antagonist – antagonists of human GalR3; 360,000 compounds, 0.44% hits; HEK293 GalR3-CNG cAMP membrane potential fluorescence; galR3 body fused to GalR1 C-terminus; AID 651719; inhibition, % at 3 µM;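 active means inhibition above the screen-wide average plus 3 SD, cut at about 13% in these data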;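 further: forskolin and galanin both at EC90 stimulate the cells; cAMP rise reported by CNG channel membrane potential dye signal; 0% = forskolin plus galanin with DMSO and 100% = forskolin alone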
PHOSPHO1 inh – inhibitors of human PHOSPHO1 phosphatase; Q8TCT1; recombinant PHOSPHO1, absorbance phosphatase assay; inhibition, % at 13.3 µM; 290,000 compounds, 1.1% hits; in the data active means inhibition above about 60%
OXTR agonist – agonists of human oxytocin receptor; activation, % at 3 µM; 320,000 compounds, 0.32% hits; CHO-OTR cells, Fluo-8 calcium fluorescence; normalized: DMSO 0%, oxytocin 100%;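 active means activation above the mean of all tested compounds plus 3 SD, cutoff set per screening run, cut at about 20% in these data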;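 further: peak over basal fluorescence ratio from a 100 s FLIPR kinetic read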
Target sequence (P30559 whole entry, looked up): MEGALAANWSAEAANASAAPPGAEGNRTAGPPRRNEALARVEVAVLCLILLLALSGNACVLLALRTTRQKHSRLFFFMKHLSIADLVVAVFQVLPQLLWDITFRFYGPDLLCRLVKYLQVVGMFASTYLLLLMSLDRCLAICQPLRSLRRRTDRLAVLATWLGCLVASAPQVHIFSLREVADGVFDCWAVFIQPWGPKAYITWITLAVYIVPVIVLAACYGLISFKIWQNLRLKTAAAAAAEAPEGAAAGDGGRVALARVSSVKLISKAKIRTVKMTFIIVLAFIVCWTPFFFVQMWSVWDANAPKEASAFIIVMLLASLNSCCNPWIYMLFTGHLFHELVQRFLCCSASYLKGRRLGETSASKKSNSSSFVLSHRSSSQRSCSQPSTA
NALP1 yeast inh – NALP1 inhibition. AID 2071. S. cerevisiae NALP1/ASC/caspase-1 growth, X-gal OD620, 72 h. 280,000 compounds, 0.61% hits. inhibition, % at 10 µM; in the data active means inhibition mostly above about 24%, no sharp cut-off; inactive means mostly below about 32%; further: some compounds called inactive have numbers as strong as hits
MEKK2 WT-MEK5 – raises or lowers MEK5 binding to wildtype human MEKK2 PB1 domain | Q9Y2U5 | bead flow cytometry, Alexa488-MEK5 binding to MEKK2 WT; actives lie on both sides | binding response (% of control), % at 10 µM | 290,000 compounds, 1.1% hits | AID 1531; in the data active means binding response below about 67% or above about 130%
* marks the source's active call; other numbers are inactive results; x = not tested or not shown.

SMILES	MEKK2 mut-MEK5	V1aR counter	GPR7 antag	MEKK3 PB1 HTS	GalR3 antagonist	PHOSPHO1 inh	OXTR agonist	NALP1 yeast inh	MEKK2 WT-MEK5
CSc1ccc(CN(C)CCc2ccccn2)cc1	1	0.9	3	102	-3	x	-0.2	7	105
COC(=O)C1CCN(C(=O)CSc2nnc(-c3ccncc3)o2)CC1	-9	3.4	-4	90	-5	24	0.1	33	95
COc1ccccc1C(=O)N/C(=C/c1cccc([N+](=O)[O-])c1)C(=O)Nc1cccc(C(=O)O)c1	-5	0.8	-3	99	-1	15	0.4	-1	97
COc1nc(NCCO)nc(Nc2cc(Cl)ccc2OC)n1	10	0.2	-15	110	-9	8	-1.1	9	109
O=C(COC(=O)c1ccccc1O)NCCCc1ccccc1	-15	-0.6	14	78	-6	-19	-0.6	0	77
Cc1nc2ccccc2n1/N=C/c1ccc([N+](=O)[O-])o1	-7	0.0	10	85	-4	x	-0.4	x	87
COc1nc(-c2ccccc2)cc(-c2ccc3c(c2)OCO3)c1C#N	-2	0.1	-13	105	-3	-6	-0.2	2	101
COC(=O)c1sccc1NC(=O)CN(C)NS(=O)(=O)c1ccc(Cl)cc1	-3	0.5	4	97	-2	8	-0.8	-1	100
O=C(CN(CCc1ccccc1)S(=O)(=O)c1ccc(Br)cc1)N/N=C/c1ccccc1C(=O)O	x	0.1	-2	x	-6	11	-0.1	13	x
CCOc1ccccc1N(C(C)=O)S(=O)(=O)c1ccc(Cl)cc1	1	-1.4	-8	105	-6	-7	-2.4	-6	98

Shown with each value named: entries from further up
Molecule: CCOc1ccccc1N(C(C)=O)S(=O)(=O)c1ccc(Cl)cc1
  MEKK2 mut-MEK5 = 1
  V1aR counter = -1.4
  GPR7 antag = -8
  MEKK3 PB1 HTS = 105
  GalR3 antagonist = -6
  PHOSPHO1 inh = -7
  OXTR agonist = -2.4
  NALP1 yeast inh = -6
  MEKK2 WT-MEK5 = 98

Molecule: O=C(CN(CCc1ccccc1)S(=O)(=O)c1ccc(Br)cc1)N/N=C/c1ccccc1C(=O)O
  MEKK2 mut-MEK5 = x
  V1aR counter = 0.1
  GPR7 antag = -2
  MEKK3 PB1 HTS = x
  GalR3 antagonist = -6
  PHOSPHO1 inh = 11
  OXTR agonist = -0.1
  NALP1 yeast inh = 13
  MEKK2 WT-MEK5 = x

Going on with the list.
SMILES	MEKK2 mut-MEK5	V1aR counter	GPR7 antag	MEKK3 PB1 HTS	GalR3 antagonist	PHOSPHO1 inh	OXTR agonist	NALP1 yeast inh	MEKK2 WT-MEK5
CCc1ccc(CN(C)Cc2nc(Cc3cccc(C(F)(F)F)c3)no2)nc1	-7	-1.0	3	94	-5	50	-1.8	10	94
COc1ccc(CC(=O)NCCC2=CCCCC2)cc1	-11	-0.1	19	92	-2	23	-1.2	11	90
CCOC(=O)Cn1c(C)c(Br)c(COC)c(C#N)c1=O	-4	-1.4	-6	100	1	12	-2.6	-5	92
COc1ccc(CCNS(=O)(=O)c2ccc3oc(C(=O)O)c(C)c3c2)cc1OC	3	0.9	-13	104	-3	-14	0.6	-50	104
CCC1CCCCN1C(=O)CSc1nc(C)cc(C)n1 (configuration not stated)	-6	0.1	-5	103	-6	52	0.2	11	98
O=C(O)C1=C[C@H](c2cccs2)C[C@H](OCc2ccc(CO)cc2)O1	-1	1.5	x	92	-6	4	1.0	x	103
C=CCOc1ccc(C2C(C(=O)c3ccco3)=C(O)C(=O)N2c2nnc(C)s2)cc1 (configuration not stated)	-3	0.8	-2	100	-6	-8	0.4	-31	97
COc1ccc(-c2cc(C(F)(F)F)n3ncc(C(=O)Nc4c(C)n(C)n(-c5ccccc5)c4=O)c3n2)cc1	-4	-0.5	-12	101	x	3	0.5	-15	97
O=C(c1ccccc1)N1CCN(C(=O)c2ccc(OC(F)(F)F)cc2)CC1	6	0.4	1	108	-3	-6	-0.9	-1	105
Cc1ccc(S(=O)(=O)Nc2cc(=O)[nH]c(SCc3ccccc3Cl)n2)cc1	0	2.3	-7	100	-3	16	2.3	30	99

Additional records.
SMILES	MEKK2 mut-MEK5	V1aR counter	GPR7 antag	MEKK3 PB1 HTS	GalR3 antagonist	PHOSPHO1 inh	OXTR agonist	NALP1 yeast inh	MEKK2 WT-MEK5
CC(=O)N(CN1C(=O)C2C3C=CC(C3)C2C1=O)c1cccc(Cl)c1 (configuration not stated)	-3	0.4	-4	103	-4	-4	-0.7	11	96
CCOC(=O)CC1C(=O)NCCN1c1nc2ccc(C)cn2c(=O)c1/C=C1\SC(=S)N(C(C)CC)C1=O (configuration not stated)	-21	11	4	95	x	17	15	-1	66
O=C(Nc1ccc(Oc2ccccc2)nc1)C1CCN(Cc2ccccc2)CC1	13	3.0	-8	106	-5	-16	2.1	16	115
Cc1oc2c(c(C)cc3oc(=O)c(CC(=O)N[C@H](C(=O)O)C(C)C)c(C)c32)c1C	9	x	-7	108	-11	30	x	4	107
O=C(NCCCNCCCNC(=O)c1ccc(/C=N/O)nc1)c1ccc(/C=N/O)nc1	1	1.1	-8	98	-5	4	0.4	x	101
Cc1cc(Cl)ccc1OC(C)C(=O)Nc1ccc([N+](=O)[O-])cn1 (configuration not stated)	1	0.0	8	106	-7	14	-2.5	40	104
CC(C)Cn1c(CN2CCN(C(=O)c3ccco3)CC2)nc2c1c(=O)n(C)c(=O)n2C	3	2.2	-11	141*	-9	19	0.0	-11	125
Cc1ccc(C(=O)Nc2c(-c3cccs3)c(=O)c3ccccc3n2C)cc1	2	0.1	3	98	0	17	0.6	0	99
COc1ccc(N(C(=O)COc2ccc(F)cc2)S(=O)(=O)c2ccc(C)cc2)cc1	1	-0.6	-6	103	-6	-15	-0.3	5	111
O=C(c1nc2ccc(Cl)cn2c1CN1CCCC(CO)C1)N1CCc2ccccc2C1 (configuration not stated)	3	0.1	-17	101	-2	29	0.4	16	108

New compounds follow
SMILES	MEKK2 mut-MEK5	V1aR counter	GPR7 antag	MEKK3 PB1 HTS	GalR3 antagonist	PHOSPHO1 inh	OXTR agonist	NALP1 yeast inh	MEKK2 WT-MEK5
COC(=O)c1[nH]c2cc(OC)ccc2c1NC(=O)CN1CCOCC1	5	x	21	105	x	-6	x	22	103
CN(C(=O)c1ccc(OC2CCN(CCc3ccccc3)CC2)cc1)C1CCOCC1	11	1.1	-1	103	8	26	1.8	7	104
COc1ccc(C2N(c3cccc(Cl)c3)C(=O)C3CCCN32)cc1 (configuration not stated)	0	-0.1	-1	99	0	2	-0.1	5	100
CC(C)(C)c1nc(Sc2ccc([N+](=O)[O-])cn2)n[nH]1	0	-0.2	-11	99	-6	42	-0.1	x	98
CCOC(=O)C1CCN(c2ncnc3c(C)csc23)CC1	4	8.6	-4	109	-4	13	8.9	x	108
CC(C)c1ccc(C2CC(=O)N3CN(Cc4ccco4)CSC3=C2C#N)cc1 (configuration not stated)	3	-0.5	1	99	-1	26	0.3	-2	99
COc1ccc(S(=O)(=O)N2CCN(Cc3ccccc3)CC2)c(C)c1	12	0.8	10	97	-6	35	-2.4	13	100
CCOC(=O)/C(=N\Nc1ccc(Br)cc1)N1CC(C)OC(C)C1 (configuration not stated)	1	-1.3	-7	95	x	-96	-0.6	x	96
COc1cc(NC(=O)CSc2ccc(-c3cccnc3)nn2)cc(OC)c1	6	-1.2	10	102	-3	-2	-0.1	2	109
CN(C)C(=N)c1n[nH]nc1SCc1ccccc1	1	0.7	-6	102	4	3	0.1	54	96

An excerpt of these results, field by field.
O=C(COC(=O)c1ccccc1O)NCCCc1ccccc1
  MEKK2 mut-MEK5 = -15; V1aR counter = -0.6; GPR7 antag = 14; MEKK3 PB1 HTS = 78; GalR3 antagonist = -6; PHOSPHO1 inh = -19; OXTR agonist = -0.6; NALP1 yeast inh = 0; MEKK2 WT-MEK5 = 77

Cc1nc2ccccc2n1/N=C/c1ccc([N+](=O)[O-])o1
  MEKK2 mut-MEK5 = -7; V1aR counter = 0.0; GPR7 antag = 10; MEKK3 PB1 HTS = 85; GalR3 antagonist = -4; PHOSPHO1 inh = x; OXTR agonist = -0.4; NALP1 yeast inh = x; MEKK2 WT-MEK5 = 87

Later entries:
SMILES	MEKK2 mut-MEK5	V1aR counter	GPR7 antag	MEKK3 PB1 HTS	GalR3 antagonist	PHOSPHO1 inh	OXTR agonist	NALP1 yeast inh	MEKK2 WT-MEK5
C[C@]12CC[C@@H]3c4ccc(O)cc4C(=O)C[C@H]3[C@@H]1CC[C@@H]2O	-21	3.8	21	66	x	48	2.7	11	61
CN(C)c1ccc(N=Cc2cccn2C)cc1	0	0.0	-10	98	-4	32	-0.4	12	97
CCn1nc(C)c(NC(=O)c2cnn3c(C(F)F)cc(-c4ccccc4)nc23)c1C	-2	-1.5	-6	96	6	-1	-1.5	-17	96
COCCOC(=O)C1=C(C)NC(=O)N(C(C)=O)C1c1ccc(Cl)cc1 (configuration not stated)	-13	13	4	77	-4	18	16	0	87
CCCOc1ccc(C(=O)CCC(=O)OCC(=O)Nc2ccc(OCC)cc2)cc1	3	1.3	-18	97	-5	-12	-0.2	x	108
O=S(=O)(Nc1ccc(N2CCCCC2)cc1)c1ccc(F)c(F)c1	-2	2.2	-12	99	-4	-12	-1.1	28	96
CCOc1ccc(/C=C(\C#N)C(=O)Nc2cccnc2)cc1	33	1.3	-4	105	2	-4	-1.0	14	110
COc1cccc(CN(C)C(=O)c2ccccc2Sc2ccccc2C#N)c1OC	0	x	3	100	4	4	x	0	106
Cc1onc(-c2ccc(Cl)cc2)c1-c1ccnn1S(=O)(=O)c1cccc(C(F)(F)F)c1	-7	1.4	-13	101	-5	55	1.1	-1	97
CCOc1ccc(S(=O)(=O)N(CC(=O)NCc2cccnc2)c2ccc(F)cc2)cc1	-3	3.3	-13	99	-8	-28	2.1	9	98

(more compounds)
SMILES	MEKK2 mut-MEK5	V1aR counter	GPR7 antag	MEKK3 PB1 HTS	GalR3 antagonist	PHOSPHO1 inh	OXTR agonist	NALP1 yeast inh	MEKK2 WT-MEK5
O=C(NCC(=O)N(Cc1ccccc1)C(C(=O)NC1CCCC1)c1ccncc1)c1ccco1 (configuration not stated)	2	0.1	-12	100	-4	-4	-0.6	-12	104
Cc1cc(C(=O)N(CCC#N)Cc2cccs2)no1	-9	0.3	-7	92	-5	1	-1.4	7	102
COc1ccc(-n2nc(C(=O)NCC(=O)N3CCN(c4ccccn4)CC3)c3ccccc3c2=O)cc1	-6	4.0	1	96	-1	18	-2.3	6	95
COC(=O)c1ccccc1NC(=O)C1COc2ccccc2O1 (configuration not stated)	2	-1.2	5	106	-6	-10	-1.5	11	103
O=C(CSc1nnc(SCC(=O)c2ccco2)s1)c1ccco1	11	0.8	4	95	-3	33	1.5	9	101
CCCOc1ccc(C(=O)CCC(=O)OCC(=O)Nc2cc(C)on2)cc1	1	x	-3	102	x	3	x	7	101
Cc1c(C(N)=O)sc2ncn(CC(=O)N3CCC(C)CC3)c(=O)c12	9	0.6	0	104	-6	-20	0.9	4	101
COc1ccc(-c2c[nH]c(=O)[nH]c2=O)cc1OC	-13	0.6	-3	90	-3	45	0.6	14	79

An unsorted share of the library (roughly 5.4% active in at least one column).
